From PubChem
D3 antag: D3 dopamine receptor (human) antagonism | D3R cells, DiscoveRx beta-arrestin luminescence, antagonist mode; active compounds read low | P35462 | max response, negative = inhibition, % | AID 652054 | 360,000 compounds, 2.5% hits; in the data active = max response below about -50%; inconclusive = no clear call, values can overlap the other calls; also: % is scaled to controls: 0 for no effect and ±100 for the full control effect; mostly tested at two doses, the higher about 12 µM
Target sequence (P35462 whole entry, looked up): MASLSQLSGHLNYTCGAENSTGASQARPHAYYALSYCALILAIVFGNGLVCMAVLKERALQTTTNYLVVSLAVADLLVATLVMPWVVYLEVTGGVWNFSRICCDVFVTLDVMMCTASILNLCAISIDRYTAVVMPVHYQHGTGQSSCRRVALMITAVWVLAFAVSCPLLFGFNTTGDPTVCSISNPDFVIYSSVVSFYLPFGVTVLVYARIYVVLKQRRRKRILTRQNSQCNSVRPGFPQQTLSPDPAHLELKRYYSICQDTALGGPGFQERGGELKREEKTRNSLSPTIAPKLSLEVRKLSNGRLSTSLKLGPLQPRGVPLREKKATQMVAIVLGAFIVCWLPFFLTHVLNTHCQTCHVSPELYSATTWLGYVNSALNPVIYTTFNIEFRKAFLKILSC
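Cells expressing the human receptor were seeded at 1500 cells/well, incubated overnight at 37 degrees C in 5% CO2, then exposed to library compounds with dopamine controls for 90 minutes at 37 degrees C before luminescent detection.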
TDP-43 yeast inh: TDP-43 toxicity inhibition in yeast. AID 652104. 410,000 compounds, 1.8% hits. TDP-43 expressing yeast growth rescue, BacTiter-Glo, 24 h. Potency, µM (doses to about 46.1 µM), inactives show top-dose growth rescue (activation), most hits filed as activators; also: potency is read from the fitted curve at half-maximal effect; % of control where 0% means no effect; nearly all actives have a fitted effect of over 50% in size
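Readout is BacTiter-Glo luminescence of cell growth, so inhibitors register as activators. TDP-43-expressing yeast at OD600=0.02 in galactose medium, after raffinose pregrowth to mid-log, were incubated with compound for 24 hr at 30 deg C.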
pAkt inh: inhibitors of Akt phosphorylation. Neuro2A IGF-stimulated pAkt S473 HTRF, 20 min; active compounds read low. activity change, % for hits at 50 µM. 360,000 compounds, 0.32% hits; in the data active = activity change below about -80%; inconclusive = mostly about -51% to -80%; also: % is scaled to controls: 0 for no effect and ±100 for the full control effect
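Neuro2A cells (4,500/well, DMEM with 0.5% FBS) were treated with compound at a single 50 µM final concentration, stimulated with 6 nM IGF for 20 min at 37 °C, and lysed. Phospho-Akt Ser473 was read by HTRF as 665/615 ratio ×10^4.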
Abeta rescue: compounds reversing amyloid beta toxicity in yeast. yeast expressing A-beta42, growth rescue, OD600, 48 h; response scale: 0% DMSO, 100% iron-clioquinol control. Potency, µM (top dose mostly 46.1 µM), inactives show top-dose growth rescue, actives largely listed as activators. 410,000 compounds, 0.063% hits; also: potency is read from the fitted curve at half-maximal effect; nearly all actives have a fitted effect of over 55% in size
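Yeast A-beta toxicity model in growth medium with pinned compounds, 48 h at 30 C; growth read as absorbance at 600 nm. Normalized to FeCl3/clioquinol equimolar mix (positive) and DMSO (negative).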
aSyn yeast inh: inhibitors of alpha-synuclein toxicity in yeast; Yeast expressing alpha-synuclein, growth rescue, BacTiter-Glo, 24 h; Potency, µM (series often up to 46.1 µM), without a hit: top-dose growth rescue (activation), hits mostly activators; 370,000 compounds, 0.14% hits; AID 652106; also: potency is read from the fitted curve at half-maximal effect; % of control where 0% means no effect; nearly all actives have a fitted effect of over 65% in size
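Rescue of yeast growth: cells expressing toxic alpha-synuclein, induced in galactose at OD600 0.02, incubated with compound 24 h at 30 C. ATP luminescence quantified growth; inhibitors of toxicity appear as activators.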
PTHR1 agonist: activates the human parathyroid hormone receptor PTHR1; 410,000 compounds, 0.075% hits; Potency, µM (highest dose often 115 µM), inactives show at the top dose activation, usual class: activators; Q03431; HEK293 GP2 PTHR1 cells, GloSensor cAMP luminescence, 1 h; also: potency is read from the fitted curve at half-maximal effect; nearly all actives have a fitted effect of over 55% in size; some results filed as inactive show a strong effect at the top dose; inactives centre near -15; many of its hits are not listed in these tables
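HEK-293-derived GP2 cells expressing PTHR1 and a GloSensor cAMP reporter, 3,000/well, plated overnight, given luciferin plus IBMX (each 0.5 mM as added) for 1 h at 37 °C, then compound for 1 h at 37 °C. Luminescence was read after 15 min at room temperature.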
GLP-1R inv ag: acts as inverse agonist at human GLP-1 receptor. AID 624417. P43220. 410,000 compounds, 1.6% hits. HEK293 GLP-1R CRE-luciferase, luminescence, 24 h; GLP-1R form is constitutively active. Potency, µM (doses to about 38.3 µM), inactives show at the top dose activity change, negative = inhibition, usual class: inhibitors; also: potency is read from the fitted curve at half-maximal effect; % is scaled to controls: 0 for no effect and ±100 for the full control effect; nearly all actives have a fitted effect of over 55% in size
Target sequence (P43220 whole entry, looked up): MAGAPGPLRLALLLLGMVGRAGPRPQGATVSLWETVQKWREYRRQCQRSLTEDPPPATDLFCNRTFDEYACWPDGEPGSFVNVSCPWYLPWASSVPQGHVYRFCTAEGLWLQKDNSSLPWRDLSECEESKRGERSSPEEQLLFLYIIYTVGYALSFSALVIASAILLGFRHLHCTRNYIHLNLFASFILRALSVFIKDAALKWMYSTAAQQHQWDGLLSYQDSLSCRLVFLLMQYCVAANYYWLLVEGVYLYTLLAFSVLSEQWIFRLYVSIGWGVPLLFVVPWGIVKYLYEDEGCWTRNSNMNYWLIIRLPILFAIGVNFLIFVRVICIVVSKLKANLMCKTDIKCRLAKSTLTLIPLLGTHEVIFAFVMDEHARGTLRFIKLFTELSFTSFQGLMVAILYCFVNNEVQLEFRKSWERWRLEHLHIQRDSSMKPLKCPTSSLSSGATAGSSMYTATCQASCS
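Cells are plated, allowed 12 hours at 37 deg C, then treated with compounds for 24 hr before luciferase detection reagent is added and luminescence is read after 12 min at room temperature. The HEK293 line carries constitutively active GLP-1R with a cAMP-responsive reporter.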
GLP-1R agonist: GLP-1 receptor (human) agonism; P43220; HEK293 GLP-1R CRE-luciferase, luminescence, 4-6 h; cells express a hypersensitive GLP-1R form; Potency, µM (highest dose often 45.6 µM), for inactives: top-dose activation, most hits filed as activators; 380,000 compounds, 0.007% hits; AID 624172; also: potency is read from the fitted curve at half-maximal effect; % of control where 0% means no effect
FUS yeast rescue: FUS proteinopathy suppression in yeast; S. cerevisiae FUS-expressing, growth rescue, OD600, 24 h; Potency, µM (series often up to 76.6 µM), inactives show at the top dose growth rescue (activation), hits mostly activators; 390,000 compounds, 0.24% hits; AID 1347120;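 also: potency is read from the fitted curve at half-maximal effect; plate controls were DMSO vehicle for no effect and reference control for full effect; nearly all actives have a fitted effect of over 55% in size; some results filed as inactive show a strong effect at the top dose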
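Quantitative HTS measuring growth restoration of FUS-toxic yeast. Galactose-induced cells (OD 0.005) were exposed 24hr at 30C to compounds at several concentrations, then absorbance at 600 nm was recorded.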
* = called active by the depositor; i = inactive; ? = inconclusive; / = no result given; & = joins results of further samples; ! = a repeat was not active; [ ] = remark or other dose. Unless noted, calls follow the shape of the dose curve; as a rule, active = well fitted curve in the direction sought with a large enough effect; inconclusive = small, poorly fitted or top-dose-only effect, or another doubt; inactive = no such curve, though single readings can be large; an effect the other way counts as inactive or inconclusive. Not all compounds are listed; the hit share may differ from the screen's.

molecule | D3 antag | TDP-43 yeast inh | pAkt inh | Abeta rescue | aSyn yeast inh | PTHR1 agonist | GLP-1R inv ag | GLP-1R agonist | FUS yeast rescue
O=C1C=CC(c2c[nH]c3ccccc23)CC1 (stereo not given) | -19 | 35% | i | -4% | 0% | -45%[inhibitor] | 21% | -6% | 5%
O=C(C1=C(O)C(=O)N(CC2CCCO2)C1c1cccc(Cl)c1)c1ccco1 (stereo not given) | -6 | -20% | i | -22% | -12% | 16% | -22% | 6% | ?
COc1ccc(OC)c2[nH]c(=O)c(CCNC(=O)c3ccc4c(c3)OCO4)cc12 | 5 | -3%[0.397 µM] | i | 1% | 2% | -5% | 61%[activator] | 23% | 12%
O=C(NC1(C(F)(F)F)NC(=O)N(c2ccccc2F)C1=O)c1ccncc1 (stereo not given) | 7 | -13% | i | -3% | -9% | i | 1% | 0% | -12%
COC(=O)c1ccc(/C=N/NC(=O)CC(=O)NCC(C)C)cc1 | ? | 12% | i | 6% | -3% | i | 0% | 21% | 0%
COc1ccc(C(c2nnnn2Cc2cccs2)N2CCC(C(N)=O)CC2)c(OC)c1 (stereo not given) | 6 | 4% | i | -3% | -8% | i | -13% | -6% | 14%
CCN(C(=O)CSc1nnc2c3ccccc3n(CC)c2n1)C1CCS(=O)(=O)C1 (stereo not given) | 0 | 20% | i | ? | 4% | i | 56%[activator] | 15% | /
C=CCn1c(SCc2c(C(=O)OC)sc(N)c2C(=O)OC)nnc1-c1ccc(Cl)cc1 | -7 | 2% | i | 5% | 5% | -4%[57.5 µM] | ? | 6% | ?
COc1ccc(O)c(C=NCC(C)N=Cc2cc(OC)ccc2O)c1 (stereo not given) | 0 | -27% | i | 5% | -6% | -35%[inhibitor] | -15% | 3% | 16%
COc1ccc(CNC(=O)Cc2cccs2)cc1OC | 4 | 6% | i | -15% | -1% | i | 21% | 0% | 8%
COc1ccc(-n2nc(C(=O)NCC(=O)Nc3cc(Cl)c(OC)cc3OC)c3ccccc3c2=O)cc1 | -1 | 5% | i | -6% | -3% | -10% | 13% | -2% | 20%
COC(=O)C1CCN(CC(=O)Nc2ccc(OC)c(Cl)c2)CC1 | 24 | 12% | i | 10% | 2% | i | 4% | -3% | -42%
Cc1ccc(Cn2cc(CN3CC(N4CCCCC4)CS3(=O)=O)nn2)cc1 (stereo not given) | 0 | 19% | i | -1% | -6% | -3% | 26% | 4% | -8%
COC(=O)[C@H](Cc1ccccc1)NC(=O)N(C)Cc1ccccc1 | -2 | 8% | i | 8% | -6% | i | 6% | -6% | -9%
CC1(c2ccc(Cl)cc2)NC(=O)N(CC(=O)Nc2cccnc2Cl)C1=O (stereo not given) | 13 | 21% | i | -16% | 4% | -2% | -10% | -5% | 0%

Reformatted as labelled records: entries from further up.
> COc1ccc(-n2nc(C(=O)NCC(=O)Nc3cc(Cl)c(OC)cc3OC)c3ccccc3c2=O)cc1
  D3 antag: -1 | TDP-43 yeast inh: 5% | pAkt inh: i | Abeta rescue: -6% | aSyn yeast inh: -3% | PTHR1 agonist: -10% | GLP-1R inv ag: 13% | GLP-1R agonist: -2% | FUS yeast rescue: 20%
> O=C1C=CC(c2c[nH]c3ccccc23)CC1 (stereo not given)
  D3 antag: -19 | TDP-43 yeast inh: 35% | pAkt inh: i | Abeta rescue: -4% | aSyn yeast inh: 0% | PTHR1 agonist: -45%[inhibitor] | GLP-1R inv ag: 21% | GLP-1R agonist: -6% | FUS yeast rescue: 5%

More structures follow.
molecule | D3 antag | TDP-43 yeast inh | pAkt inh | Abeta rescue | aSyn yeast inh | PTHR1 agonist | GLP-1R inv ag | GLP-1R agonist | FUS yeast rescue
COc1ccccc1-c1oc2ccccc2c1C#CC(C)(C)O | 5 | 16µM* | i | 22% | 5% | -25% | 10µM* | 14% | 29%
CCc1ccc(OCC(=O)NNC(=O)Cc2cccs2)cc1 | 66 | 2% | i | -5% | -4% | i | 1% | 0% | 11%
Cc1ccc(Cl)cc1N=C(N)N=C(N)N | 9 | -9% | i | 20% | 6% | i | -19%[0.307 µM] | -10% | 3%
COc1ccc(C2Sc3nncn3N2Cc2ccc(C#N)cc2)cc1 (stereo not given) | -1 | -18% | i | -8% | -2% | -13%[57.5 µM] | 19% | 0% | -5%
Oc1cccc(NC(=S)Nc2ccc(SC(F)F)cc2)c1 | 5 | 19% | i | -4% | -4% | i | ? | 2% | 15%
Cc1ccc2c(CC(=O)Nc3cccc(C(F)(F)F)c3)coc2c1 | / | -55%[inhibitor] | / | 20% | / | i | ? | / | -7%
COc1ccccc1N1CCN(C(=O)Cc2ccc(Cl)cc2)CC1 | 2 | 2% | i | 7% | 21% | -3% | ? | -2% | 30%
Cn1c(CC(=O)NNC(=O)c2ccccc2[N+](=O)[O-])nc2ccccc21 | -2 | 21% | i | -20% | -6% | i | 4% | 6% | -16%
CC1Cc2ccccc2N1C(=O)c1cc2sccc2n1Cc1ccc(F)cc1 (stereo not given) | 0 | 6% | i | 22% | 3% | i | ? | -5% | 3%
O=C(NCC(c1ccco1)N1CCc2ccccc2C1)c1cccc([N+](=O)[O-])c1 (stereo not given) | -10 | -3% | i | 0% | 2% | -4% | -27% | -5% | -7%
CC1=NNC(=O)C1CCC(=O)N/N=C\c1cccc(Cl)c1 (stereo not given) | 8 | -7% | i | 7% | 5% | i | 18% | 16% | 10%
CC1CCCC(NC(=O)CN2C(=O)NC(C)(c3ccccc3)C2=O)C1C (stereo not given) | -20 | 25% | i | 16% | -1% | i | -16% | -7% | 4%
CC(C)(C)C(=O)Nc1ccccc1N1CCN(c2ccc(F)cc2)CC1 | 20 | -20% | i | -14% | -3% | -34%[inhibitor] | -12% | 0% | 21%
Cc1ccc(-c2cc(C#N)c(=O)n(Cc3c(Cl)cccc3Cl)c2)cc1 | ? | -24% | i | -7% | 0% | i | 0% | -2% | 10%
CCN(C(=O)COC(=O)Cc1c(F)cccc1Cl)c1c(N)n(Cc2ccccc2)c(=O)[nH]c1=O | 6 | 19% | i | -15% | 3% | i | 6% | -2% | -16%
CC(C)c1cc(NCCCN2CCOCC2)n2c(nc3ccccc32)c1C#N | -22 | 4% | / | 2% | / | i | 0% | 0% | 1%
Cc1nnc(N2C(=O)c3oc4ccccc4c(=O)c3C2c2ccc(F)cc2)s1 (stereo not given) | / | 22% | / | 0% | / | i | -4% | / | -5%
Cc1cccc(N2CCN(C(=O)C(C)n3nc(C)n4c(cc5occc54)c3=O)CC2)c1C (stereo not given) | 1 | 22µM*! | i | -1%&19% | 6% | -75%&-34%[inhibitor] | 10%&1% | 1% | -7%&-1%
CCC(=O)OC1=CN(Cc2ccccc2)S(=O)(=O)c2ccccc21 | / | 0% | / | 11% | / | -7% | 3% | / | -9%
Cc1cc(C)c(NS(=O)(=O)c2ccc3c(c2)oc(=O)n3C)c(C)c1 | -7 | 21% | i | 18% | 2% | -10% | ? | 4% | -5%
O=S(=O)(NCc1c(Cl)cccc1Oc1ccccc1)c1ccccc1 | -24 | ? | i | -38%[inhibitor] | 18% | -24% | 10µM* | 5% | 28%
O=C(Nc1nnc(C23CC4CC(CC(C4)C2)C3)s1)c1ccc(N2C(=O)CCC2=O)cc1 | -7 | 20% | i | 3% | -1% | i | -2% | -3% | -17%
Cc1cc(C(=O)OCC(=O)N2CCN(c3ccccc3)CC2)c2ccccc2n1 | 19 | 22% | i | -20% | 5% | -26% | 1% | 2% | ?
CC(=O)Nc1ccc(S(=O)(=O)Nc2nc3ccccc3nc2Nc2cccc(S(N)(=O)=O)c2)cc1 | 5 | -2% | i | 2% | 4% | i | 5% | 0% | 33%
O=C1N(Cc2ccccc2)c2ccccc2C1(O)c1c[nH]c2ccccc12 (stereo not given) | / | 12% | / | 12% | / | -9% | ? | -4% | 20%
CCOC(=O)C1CCCN(CCC(=O)Nc2cc(C)ccc2C)C1 (stereo not given) | ? | -16% | i | -5% | -3% | -13% | -8% | -1% | -24%
COc1cccc(C(=O)c2cn(CC(=O)Nc3cccc(C(F)(F)F)c3)c3nc(C)ccc3c2=O)c1 | / | -2% | / | -11% | / | i | ? | / | ?
O=C(COC(=O)c1ccncc1)NCCCc1ccccc1 | 4 | 15% | i | 10% | -1% | i | 21% | 4% | -25%
COc1ccc(S(=O)CC(=O)Nc2ccc(Cl)cc2Cl)cc1 (stereo not given) | -11 | 12%[9.22 µM] | i | 2% | 9% | -15% | 3%[7.66 µM] | 6% | -4%
CN(C)S(=O)(=O)c1ccc(Cl)c(NC(=O)COC(=O)C2CCCO2)c1 (stereo not given) | 5 | 10% | i | 5% | 4% | 0% | 6% | 4% | -4%
COc1ccc(CN(CC2CCCO2)C(=O)CN2C(=O)C(C)Oc3ccc(C)cc32)cc1OC (stereo not given) | -20 | 0% | i | 3% | -5% | i | 7% | 4% | 22%

Structures from the list above containing an aryl thioether with sulfur outside any ring (3):
molecule | D3 antag | TDP-43 yeast inh | pAkt inh | Abeta rescue | aSyn yeast inh | PTHR1 agonist | GLP-1R inv ag | GLP-1R agonist | FUS yeast rescue
CCN(C(=O)CSc1nnc2c3ccccc3n(CC)c2n1)C1CCS(=O)(=O)C1 (stereo not given) | 0 | 20% | i | ? | 4% | i | 56%[activator] | 15% | /
C=CCn1c(SCc2c(C(=O)OC)sc(N)c2C(=O)OC)nnc1-c1ccc(Cl)cc1 | -7 | 2% | i | 5% | 5% | -4%[57.5 µM] | ? | 6% | ?
Oc1cccc(NC(=S)Nc2ccc(SC(F)F)cc2)c1 | 5 | 19% | i | -4% | -4% | i | ? | 2% | 15%
